Assay outcomes: PubChem, National Center for Advancing Translational Sciences (NCATS)
GAA glycogen – alters human alpha-glucosidase cleavage of glycogen. P10253. recombinant GAA, glycogen substrate, Amplex Red glucose oxidase fluorescence. Potency, µM (titrated, usually from 76.4 µM), for inactives: top-dose activity change, negative = inhibition, usual class: inhibitors. 300,000 tested, 0.38% active. AID 2100;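 further: potency means the concentration at half of the fitted maximal effect; 0% = full enzyme reaction and -100% = no-enzyme basal signal; the screen sought inhibitors and activators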
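Natural-substrate format: glycogen cleavage by 4 nM human enzyme, glucose read by Amplex Red coupling (Ex 573, Em 610 nm). Normalized to enzyme and no-enzyme controls.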
HTT ATP protect – Huntington cell model cytoprotection by ATP luminescence; Potency, µM (highest dose often 56.4 µM), inactives show cytoprotection (ATP increase), hits mostly activators; 230,000 tested, 0.14% active; AID 1471; PC12 HTT-Q103 induced, cytoprotection, ATP luminescence, 40 h;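 further: potency means the concentration at half of the fitted maximal effect; % of control where 0% means no effect; nearly all actives have a fitted effect of over 45% in size; toxic huntingtin expression switched on by the ecdysone agonist tebufenozide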
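Huntington model: PC12 line, ecdysone-inducible HTTQ103 exon1–GFP, tebufenozide 100 nM. Test articles in a dose series. Endpoint luminescence from cellular ATP.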
HttQ103 aggreg – inhibitors of mutant huntingtin aggregate formation in PC12 cells; PC12 HttQ103-GFP aggregates, Acumen cytometry, 40 h; Potency, µM (top dose mostly 46.1 µM), without a hit: top-dose activity change, negative = inhibition, most hits filed as inhibitors; 220,000 tested, 1.1% active; further: potency means the concentration at half of the fitted maximal effect; on the % scale 0 is the no-effect control and ±100 the full control effect; nearly all actives have a fitted effect of over 60% in size
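Aggregates are detected as GFP objects 1–25 µm with signal 6 STDEV over background in lysates of induced PC12 cells. These carry Huntingtin exon 1 with 103 glutamines fused to GFP under an ecdysone promoter; compounds titrated.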
GAA spleen mod – inhibits or activates alpha-glucosidase in human spleen homogenate. 240,000 tested, 0.006% active. P10253. Potency, µM (titrated, usually from 79.9 µM), without a hit: at the top dose activity change, negative = inhibition, actives largely listed as inhibitors. human spleen homogenate, 4-MU-alpha-glucoside fluorescence;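 further: potency means the concentration at half of the fitted maximal effect; 0% = enzyme with vehicle and -100% = no enzyme basal signal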
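Compounds were titrated against alpha-glucosidase in spleen homogenate at pH 5.0, with 1 mM 4-methylumbelliferyl substrate for 40 min at 37 C. Reactions were quenched with pH 10 NaOH/glycine and fluorescence measured.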
CBFb RUNX1 block – inhibitors of human CBF-beta and RUNX1 interaction | Q01196+Q13951 | AlphaScreen CBFb-His/RUNX1-biotin binding, biochemical | Potency, µM (series often up to 59.8 µM), for inactives: top-dose activity, negative = inhibition, actives largely listed as inhibitors | 230,000 tested, under 10 active; further: % of control where 0% means no effect
Target sequence (Q01196 whole entry, looked up): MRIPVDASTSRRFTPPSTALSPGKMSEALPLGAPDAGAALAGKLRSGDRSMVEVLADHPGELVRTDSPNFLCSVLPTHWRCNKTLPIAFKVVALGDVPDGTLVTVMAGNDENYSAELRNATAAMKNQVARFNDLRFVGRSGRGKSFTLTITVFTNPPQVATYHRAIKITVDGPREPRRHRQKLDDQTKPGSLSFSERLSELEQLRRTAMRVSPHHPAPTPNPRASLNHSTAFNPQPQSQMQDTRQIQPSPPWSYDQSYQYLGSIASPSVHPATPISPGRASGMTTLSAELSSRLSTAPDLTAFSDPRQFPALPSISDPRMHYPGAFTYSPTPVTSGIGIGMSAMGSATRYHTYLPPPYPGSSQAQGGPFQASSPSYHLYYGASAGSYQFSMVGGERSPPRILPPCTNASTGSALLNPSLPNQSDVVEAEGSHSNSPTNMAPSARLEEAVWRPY
Target sequence (Q13951 whole entry, looked up): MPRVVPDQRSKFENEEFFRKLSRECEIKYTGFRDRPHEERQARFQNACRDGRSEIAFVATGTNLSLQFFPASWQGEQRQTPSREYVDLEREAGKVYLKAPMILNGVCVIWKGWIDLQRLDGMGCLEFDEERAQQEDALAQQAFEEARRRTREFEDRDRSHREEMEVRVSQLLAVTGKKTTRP
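CBF-beta (His) and RUNX1 (biotin), 30 nM each; 20 min preassociation; + compound, 15 min; + beads 50 ng each (Ni, streptavidin), 90 min; RT; AlphaScreen read.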
GAA inhib – alpha-glucosidase (human) inhibition | P10253 | purified human GAA, 4-MU-alpha-glucoside fluorescence | Potency, µM (series often up to 76.9 µM), for inactives: at the highest dose activity change, negative = inhibition, hits mostly inhibitors | 200,000 tested, 0.005% active | AID 1466;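 further: potency means the concentration at half of the fitted maximal effect; plate controls were uninhibited enzyme wells for no effect and no-enzyme background for full effect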
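Enzyme (4 nM final) mixed with compound (up to 77 uM), then 4-MU-alpha-D-pyranoside (400 uM final) added; 20 min at room temperature, pH 5.0. Reaction stopped at pH 10, fluorescence read, AC50 derived by Hill fit.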
LMNA splice mod – changes lamin A minigene splicing in HeLa cells; 200,000 tested, 0.01% active; AID 1487; HeLa LMNA splicing GFP/RFP minigene ratio, 48 h; Potency, µM (titrated, usually from 46.1 µM), for inactives: top-dose ratio change, negative = inhibition, most hits filed as inhibitors; active means well fitted inhibition curve with a large enough effect in the signal ratio, with a control signal flat, not every such curve was filed as active; inconclusive means small, poorly fitted or top-dose-only effect, or effect the other way, or a change in a side signal; the % refers to the signal ratio; further: potency means the concentration at half of the fitted maximal effect; on the % scale 0 is the no-effect control and ±100 the full control effect
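S3 HeLa stable clones carrying a lamin A-EGFP splicing minigene plus DsRed2 were seeded at 600 cells/well in Opti-MEM with 2% FBS, pin-dosed and incubated 48 h at 37°C. Acumen cytometry (488 nm) gave the GFP/RFP total-intensity ratio.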
The depositor's hits bear a star; ? = inconclusive; · = no result given; & = joins results of further samples; [ ] = another dose, or the depositor's remark. Unless noted, the call rests on the fitted dose curve; in most records, active means well fitted curve in the direction sought with a large enough effect; inconclusive means small, poorly fitted or top-dose-only effect, or another doubt; inactive means no such curve, though single readings can be large; an effect the other way counts as inactive or inconclusive.

SMILES	GAA glycogen	HTT ATP protect	HttQ103 aggreg	GAA spleen mod	CBFb RUNX1 block	GAA inhib	LMNA splice mod
O=C(Nc1cc(S(=O)(=O)Nc2ccc(Cl)cc2)ccc1N1CCCCC1)c1ccc(F)cc1	6.8%	-9.1%[10 µM]	-18.5%	-17.9%	1.5%	-10.3%	?
COC(=O)C1=C(C)NC(c2c(O)ccc3ccccc23)C(C(=O)OC)=C1C (stereo not drawn)	9.9%	·	20.8%	3.0%	-3.9%	-10.4%	3.0%
CCCn1c(N)c(Sc2ccccc2)c(=O)n(CCC)c1=O	0.9%	-8.2%	4.6%	-5.9%	2.1%	1.6%	?
CCCC(=O)Nc1ccc(NC(=O)c2ccccc2OC)cn1	5.7%	-7.9%	1.6%	-2.0%	0.6%	1.6%	-9.2%
O=C(O)C1CCN(S(=O)(=O)/C=C/c2ccccc2)CC1	0.0%	1.6%	9.1%	-9.1%	-0.1%	-2.1%	-0.2%
COc1ccc(C)cc1NC(=O)Cn1cnnn1	5.3%	·	8.2%	-0.7%	5.8%	-2.6%	·
CCN(CC)S(=O)(=O)c1ccc2nc(SC)sc2c1	-3.2%	-5.5%	-29.1%	1.8%	7.4%	-12.3%	-7.5%
C=CCn1c(-c2ccc(Cl)cc2)cnc1SC(C)C(=O)NC(N)=O (stereo not drawn)	2.2%	-17.4%	-13.1%	8.0%	-8.2%	-1.6%	-10.7%[46 µM]
NC(=O)c1cccc2cc3ccccc3cc12	-4.2%	-14.7%	4.2%	9.0%	5.1%	?	-2.1%[46 µM]
O=C(CCCO)NC1Cc2ccccc2C1	9.0%	-3.4%[10 µM]	-8.2%[9.22 µM]	2.3%	13.5%	-2.7%	·
Cc1sc(CO)c(Sc2ccccc2)c1C(=O)O	5.8%	21.0%	18.0%	-5.5%	-0.2%	4.7%	6.0%
Cc1nn(-c2ccccc2)c(C)c1NC(=O)c1ccc(S(=O)(=O)N2CCCC2)cc1	6.3%	-14.4%	1.7%	-3.2%	2.2%	-4.1%	-0.8%
c1ccc2c(c1)C(=Nn1cnnc1)c1ccccc1-2	-10.5%	-14.0%	-18.6%	-4.2%	9.9%	-0.6%	-2.3%
O=c1oc2c(-c3ccc([N+](=O)[O-])cc3)cc(O)cc2s1	-3.6%	10.4%[10 µM]	5.0%[9.22 µM]	-20.2%	-5.1%	-13.9%	·
CCC(=O)Nc1nc(-c2ccc3c(c2)CC(C)N3S(C)(=O)=O)cs1 (stereo not drawn)	18.0%	-9.7%[10 µM]	7.6%[9.22 µM]	-3.2%	11.0%	0.1%	-3.6%[46 µM]
COc1cc(C)nc(NS(=O)(=O)c2ccc(C)cc2)n1	-0.8%	19.8%[1.9 µM]	-2.5%	-3.0%	-5.4%	3.2%	13.8%
CSc1nnc(N(CCC#N)CCC#N)s1	-10.6%	-21.4%	2.0%	-1.0%	-1.9%	0.7%	5.6%
Cc1ccccc1C(=O)Nc1cc(-c2cc(C(C)(C)C)oc2C)nn1C	-8.6%	-6.8%[10 µM]	-3.0%[9.22 µM]	-7.6%	-2.8%	-17.0%	·
Cn1c(CSCc2ccc(Cl)cc2)nnc1SCC(=O)Nc1nc2ccccc2s1	-10.6%	-9.0%[10 µM]	9.6%	2.9%	1.5%	-6.2%	10.6%
CCc1ccc(N2CC(C(=O)OCC(=O)Nc3cc(C)on3)CC2=O)cc1 (stereo not drawn)	6.9%	7.8%[10 µM]	0.6%	-3.8%	12.7%	4.5%	-6.9%

Part of the list above, with two lines to a compound.
Each structure is followed by: GAA glycogen, HTT ATP protect, HttQ103 aggreg, GAA spleen mod, CBFb RUNX1 block, GAA inhib, LMNA splice mod
> COc1ccc(C)cc1NC(=O)Cn1cnnn1
 : 5.3%, ·, 8.2%, -0.7%, 5.8%, -2.6%, ·
> CCN(CC)S(=O)(=O)c1ccc2nc(SC)sc2c1
 : -3.2%, -5.5%, -29.1%, 1.8%, 7.4%, -12.3%, -7.5%
> C=CCn1c(-c2ccc(Cl)cc2)cnc1SC(C)C(=O)NC(N)=O (stereo not drawn)
 : 2.2%, -17.4%, -13.1%, 8.0%, -8.2%, -1.6%, -10.7%[46 µM]
> NC(=O)c1cccc2cc3ccccc3cc12
 : -4.2%, -14.7%, 4.2%, 9.0%, 5.1%, ?, -2.1%[46 µM]

Continued.
SMILES	GAA glycogen	HTT ATP protect	HttQ103 aggreg	GAA spleen mod	CBFb RUNX1 block	GAA inhib	LMNA splice mod
COc1cc2[nH]c3c(N4CCN(c5ccc(Cl)cc5)CC4)ncnc3c2cc1OC	3.7%	-6.7%	3.4%	3.9%	-21.5%	-1.3%	8.2%
Cc1ccc(NC(=O)c2ccccc2F)cc1S(=O)(=O)N1CCCCCC1	-0.8%	·	-10.8%	-2.6%	-0.3%	-0.2%	·
CCOC(=O)C1=C(N)Oc2c(oc(CO)cc2=O)C1c1ccc(Cl)cc1 (stereo not drawn)	-4.5%	6.6%[10 µM]	0.7%[9.22 µM]	-3.7%	5.0%	·	·
CCCCCOC(=O)c1[nH]c2c(c1C)C(=O)CC(c1ccco1)C2 (stereo not drawn)	-9.5%	-37.7%[inhibitor]	-17.4%	-3.8%	3.9%[2.36 µM]	?	?
COc1ccc(S(=O)(=O)NCc2ccco2)c2ccccc12	-1.3%	-18.3%	-3.9%	4.8%	2.7%	-8.6%	?
O=C(O)CC(NC(=O)C(c1ccccc1)c1ccccc1)c1ccco1 (stereo not drawn)	3.9%	12.8%[0.074 µM]	-11.7%	-3.9%	4.4%	-0.2%	-10.4%
Cc1cc(NS(=O)(=O)c2ccc(NC(=O)CSc3nnc(-c4ccco4)n3N)cc2)nc(C)n1	0.7%	10.5%[10 µM]	0.7%	3.9%	-9.6%	-0.9%	-8.1%
CCN(CC(=O)Nc1cc(Cl)ccc1C)C(=O)COc1ccccc1F	4.8%	10.2%[10 µM]	10.0%	3.2%	9.8%	6.2%	?
Fc1cc(F)cc(-c2oncc2-c2nnnn2-c2ccccc2)c1	1.4%	12.3%[10 µM]	-15.9%	-10.7%	5.8%	-1.4%	-8.1%
COC(=O)N/N=C/c1ccc(OC(=O)/C=C/c2ccco2)cc1	0.5%	10.8%[10 µM]	-2.2%[9.22 µM]	-1.6%	-15.2%	-2.7%[15.4 µM]	·
O=C(/C=C/Nc1ccc(F)cc1F)c1cccs1	10.4%	-77.5%[inhibitor][10 µM]	-6.5%	14.9%	2.8%	-3.8%	-3.9%
CCCCC1=CC2=CC(=O)C(C)(OC(=O)CC)C(=O)C2=CN1c1ccncc1 (stereo not drawn)	·	22.7%[10 µM]	·	-9.3%[17.4 µM]	3.5%[13.1 µM]	·	2.1%[9.22 µM]
O=C(CN1CCCCCC1)Nc1cccc2c1OCO2	-4.4%	-5.6%[0.074 µM]	-5.5%	3.3%	5.8%	-12.2%	1.7%
O=[N+]([O-])c1cc(Cc2ccccc2)cc(C=Nc2ccc(N3CCOCC3)cc2)c1O	-26.6%	·	11.0%	-1.1%	?	-6.2%	?
COc1c(N2CCN(C(=S)Nc3ccccc3)C(C)C2)c(F)cc2c(=O)c(C(=O)O)cn(C3CC3)c12 (stereo not drawn)	-3.6%	11.4%	4.9%	-11.4%	-4.1%	-2.0%	2.1%
NC1=NC(=O)CC(C(=O)NCc2ccccc2)S1 (stereo not drawn)	-5.0%	-16.0%	14.0%	-4.6%	1.1%	-2.0%	0.0%
CC(=O)OCC(=O)[C@H]1CC[C@H]2[C@@H]3CCC4=CC(=O)CC[C@]4(C)[C@H]3CC[C@]12C	-3.7%	-88.6%[inhibitor]	-2.1%&0.8%	-8.4%&-7.4%	9.0%&7.1%	-9.0%[15.4 µM]	?
CCC(C)C(NC(=O)OC(C)(C)C)C(=O)NC(Cc1ccccc1)C(=O)OC (stereo not drawn)	-6.9%	-31.1%	4.2%	2.0%	3.7%	-13.1%	0.6%
CCOc1ccccc1CN1C(=O)NC(C)(c2ccccc2)C1=O (stereo not drawn)	-7.3%	-1.2%	-6.8%[9.22 µM]	-2.5%	3.7%	-2.0%	6.2%
O=C(CSc1nc2ccccc2c(=O)n1-c1ccc(OC(F)F)cc1)NCc1cccs1	8.5%	-24.7%[10 µM]	-2.3%	-1.0%	-2.6%	4.3%	-5.6%

Just CBFb RUNX1 block and LMNA splice mod (5 entries from above):
smiles	CBFb RUNX1 block	LMNA splice mod
COc1cc2[nH]c3c(N4CCN(c5ccc(Cl)cc5)CC4)ncnc3c2cc1OC	-21.5%	8.2%
O=C(O)C1CCN(S(=O)(=O)/C=C/c2ccccc2)CC1	-0.1%	-0.2%
c1ccc2c(c1)C(=Nn1cnnc1)c1ccccc1-2	9.9%	-2.3%
Cn1c(CSCc2ccc(Cl)cc2)nnc1SCC(=O)Nc1nc2ccccc2s1	1.5%	10.6%
CCCCCOC(=O)c1[nH]c2c(c1C)C(=O)CC(c1ccco1)C2 (stereo not drawn)	3.9%[2.36 µM]	?

Later entries.
SMILES	GAA glycogen	HTT ATP protect	HttQ103 aggreg	GAA spleen mod	CBFb RUNX1 block	GAA inhib	LMNA splice mod
CCCN1Cc2cccc(C(=O)N3CCN(c4ccc(F)cc4)CC3)c2C1=O	-6.8%	-5.1%	-15.0%	-1.4%	-3.2%	0.0%	7.7%
Cc1cc(C(F)(F)F)c(C#N)c(=O)[nH]1	1.6%	3.4%[10 µM]	-3.7%	?	8.6%	?	-6.4%
O=C(CSc1nccc(=O)[nH]1)NN(c1ccccc1)c1ccccc1	-7.1%	-17.0%	7.6%	-14.3%	6.1%	4.4%	·
COc1ccc(/C=N/N2CCOCC2)cc1Cn1nc(C)c([N+](=O)[O-])c1C	-14.6%	3.9%[10 µM]	-4.1%[9.22 µM]	-0.6%	-4.6%	·	·
CCc1cccc(CC)c1N1C(=O)c2cc(N3CCOCC3)c([N+](=O)[O-])cc2C1=O	-9.6%	-60.8%[inhibitor][10 µM]	?	-1.5%	·	-7.1%	?
N#CCOc1nc(N2CCCC2)nc(N2CCCC2)n1	2.5%	-4.0%	-5.1%[9.22 µM]	-6.7%	0.5%	1.5%	-0.5%
